# SKN-1 inh = inhibitors of C. elegans SKN-1. C. elegans VP596 Pgst-4::GFP/RFP ratio, acrylamide-induced, 24 h. inhibition, % at 21.8 µM. actives 0.49% (n = 360,000);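 active = interference check ratio from 0.5 to 1.5 plus GFP to RFP signal ratio inhibition reaching or exceeding a fixed threshold, cut at about 30% in these data, passing the limit was not always enough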; also: some compounds called inactive have numbers as strong as hits
# CendR NRP1 mod = modulators of CendR peptide binding to human neuropilin-1 | inhibition, % at 25 µM | O14786 | actives 0.85% (n = 360,000) | FAM-RPARPAR peptide binding to NRP-1, fluorescence polarization;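 active = inhibition or corrected inhibition above about 18%, plus a signal ratio from 0.5 to 1.5, limit read from the data, passing the limit was not always enough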; also: strong numbers were not always called active
# Neddylation inh = blocks human cullin neddylation. P61081+Q13564. TR-FRET cullin neddylation, biochemical. AID 651699. calls only at 25 µM. actives 0.58% (n = 360,000); in the data active = inhibition above about 36%
# STEP inh = STEP (human) phosphatase inhibition; recombinant STEP, OMFP fluorogenic substrate, fluorescence; inhibition, % at 20 µM; actives 0.25% (n = 360,000); AID 588621;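 active = inhibition at 20 µM, scaled per plate between control wells, above about 37%, limit read from the data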;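 also: 0% = DMSO with enzyme and substrate and 100% = substrate only without enzyme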
# Target sequence (P54829 whole entry, looked up): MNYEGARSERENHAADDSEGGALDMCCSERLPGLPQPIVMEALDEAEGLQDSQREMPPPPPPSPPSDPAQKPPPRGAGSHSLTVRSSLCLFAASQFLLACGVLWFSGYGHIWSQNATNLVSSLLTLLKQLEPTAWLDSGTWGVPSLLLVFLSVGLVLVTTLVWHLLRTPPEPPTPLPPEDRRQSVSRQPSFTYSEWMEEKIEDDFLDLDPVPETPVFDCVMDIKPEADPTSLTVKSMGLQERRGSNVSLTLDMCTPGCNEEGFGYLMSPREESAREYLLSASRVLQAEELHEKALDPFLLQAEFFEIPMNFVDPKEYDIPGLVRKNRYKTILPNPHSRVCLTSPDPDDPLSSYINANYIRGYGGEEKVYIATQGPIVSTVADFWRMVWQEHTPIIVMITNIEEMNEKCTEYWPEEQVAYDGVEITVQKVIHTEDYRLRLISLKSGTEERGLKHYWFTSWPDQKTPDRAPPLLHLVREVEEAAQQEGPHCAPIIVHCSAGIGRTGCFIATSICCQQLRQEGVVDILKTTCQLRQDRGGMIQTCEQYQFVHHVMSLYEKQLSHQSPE
#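 System: isolated STEP enzyme; schedule: 20 min enzyme reaction at room temperature, protected from light; medium: Bis-Tris buffer pH 6.0, 2.5 mM DTT, 0.005% Tween 20; signal: fluorescence, 480/540 nm; dosing: single compound dose of 20 µM, 1% DMSO final; also added: OMFP substrate, 25 µM final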
# LMPTP inh = blocks human LMPTP phosphatase; P24666; recombinant LMPTP-A, OMFP fluorogenic substrate, fluorescence intensity; inhibition, % at 20 µM; actives 0.22% (n = 360,000); AID 651560;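 active = compounds that cut the enzyme signal by at least half of the control window in the single-dose screen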;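 also: plate controls were DMSO wells with enzyme plus substrate for no effect and substrate without enzyme for full effect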
# Target sequence (P24666 whole entry, looked up): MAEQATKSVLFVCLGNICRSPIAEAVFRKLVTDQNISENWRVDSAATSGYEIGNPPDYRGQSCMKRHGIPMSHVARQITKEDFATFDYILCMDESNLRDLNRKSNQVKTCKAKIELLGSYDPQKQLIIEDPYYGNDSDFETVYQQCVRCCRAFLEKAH
#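 material = LMPTP-A | quantity = 0.625 nM enzyme | reagent = OMFP substrate, 400 µM final | buffer or medium = Bis-Tris pH 6.0, DTT, detergent | detection = endpoint fluorescence intensity from OMFP dephosphorylation | dosing = single 20 µM dose | read-out basis = % inhibition relative to no-enzyme and uninhibited control wells | control set = no-enzyme and uninhibited controls | timing = 50 min at room temperature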
# SUMO1-SIM PPI = SUMO1-SIM interaction modulation. SUMO1 binding to a labelled peptide, TR-FRET, 1 h. AID 602429. P63165. actives 0.33% (n = 360,000). inhibition, % at 20 µM; in the data active = inhibition above about 37%
# Target sequence (P63165 whole entry, looked up): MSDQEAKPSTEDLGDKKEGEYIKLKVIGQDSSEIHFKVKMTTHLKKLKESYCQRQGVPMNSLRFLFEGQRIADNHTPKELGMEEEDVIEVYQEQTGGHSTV
# NadD inh = NadD (S. aureus) enzyme inhibition. actives 0.78% (n = 360,000). inhibition, % at 20 µM. purified NadD enzyme, colorimetric absorbance read-out. AID 602399; in the data active = inhibition above about 26%; also: some compounds past the cut are filed as inactive
# Scp1 inh = Scp-1 (human) phosphatase inhibition; Q9GZU7; Recombinant Scp1, phosphopeptide, malachite green phosphate absorbance; inhibition, % at 20 µM; actives 0.88% (n = 340,000);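 active = inhibition above about 50% at 20 µM, limit read from the data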;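 also: plate controls were DMSO wells with enzyme for no effect and wells lacking enzyme for full effect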
# Target sequence (Q9GZU7 76-261 limits assumed): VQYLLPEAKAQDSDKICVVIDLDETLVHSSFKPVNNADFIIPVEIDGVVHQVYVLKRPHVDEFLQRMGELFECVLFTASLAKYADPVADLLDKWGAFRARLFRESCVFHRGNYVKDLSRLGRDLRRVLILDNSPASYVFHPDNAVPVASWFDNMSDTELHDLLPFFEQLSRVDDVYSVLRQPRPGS
#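 Test system: SCP-1 phosphatase catalytic domain, residues 76-261 | Compound dosing: One concentration, 20 µM, with 1.0% DMSO | Schedule: 45 min room-temperature reaction, 5 min colour, 30 min stabiliser | Detection: Absorbance at 630 nm | Read-out basis: % inhibition of SCP-1 phosphate liberation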
# Tb MetRS inh = blocks T. brucei methionyl-tRNA synthetase activity; purified T. brucei MetRS, ATP depletion, Kinase-Glo luminescence; inhibition, % at 11.9 µM; actives 0.4% (n = 360,000);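 active = inhibition above a per-plate cutoff of the control wells' mean inhibition plus 3 SD, cut at about 5.5% in these data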;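 also: 0% = DMSO wells median and 100% = median of wells with control inhibitor compound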
#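 Dosing: 11.9 µM compound single dose, 0.9% DMSO; Assay system: purified T. brucei MetRS enzyme; Measured by: Kinase-Glo luciferase luminescence reporting remaining unconsumed ATP; Schedule: 15 min plus 2 h at 25 °C.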
# DNMT1 block = blocks human DNA methyltransferase DNMT1; AID 588458; inhibition (reported as % activation of signal), % at 10 µM; DNMT1 molecular beacon, Hinp1I cleavage, fluorescence; P26358; actives 0.83% (n = 360,000); in the data active = inhibition above about 50%
# An asterisk follows results filed as active; i = inactive; . = no result given.
SMILES,SKN-1 inh,CendR NRP1 mod,Neddylation inh,STEP inh,LMPTP inh,SUMO1-SIM PPI,NadD inh,Scp1 inh,Tb MetRS inh,DNMT1 block
C[C@H]1CN([C@@H](C)CO)C(=O)CCCn2nncc2CO[C@@H]1CN(C)S(=O)(=O)c1ccc(-n2cccn2)cc1,1,6,i,1,-1.7,4,-2,.,0.1,1
O=C(Nc1cc2c(=O)n(-c3ccc(Oc4ccccc4)cc3)ccc2oc1=O)c1ccccc1,14,12,.,2,7.5,0,13,5,-0.3,33
N#Cc1c(NC(=O)C2CC(Cl)=CCC2C(=O)O)sc2c1CCCCC2 (stereo unspecified),7,-2,i,-1,0.8,4,3,3,0.8,-7
CC1(C)CC(=O)c2c(n(-c3cccc4ccccc34)ccc2=O)C1,21,-12,i,-4,0.2,1,5,0,-0.8,-3
CC(NC(=O)C1CCC(CNS(=O)(=O)c2ccc3c(c2)C(C)(C)C(=O)N3C)CC1)c1ccccc1 (stereo unspecified),3,-16,i,0,-0.8,2,1,-9,-0.6,-2
Cc1ccccc1CNC(=O)C(=O)NCC1OCCCN1S(=O)(=O)c1ccc(F)cc1C (stereo unspecified),2,-15,i,-1,-0.1,-2,-5,-10,-0.3,0
O=S(=O)(c1ccc(NC(=S)NN=C(C2CC2)C2CC2)cc1)N1CCOCC1,-5,10,i,-2,3.9,0,4,-4,-0.2,0
Cc1sc2ncnc(-n3cnc4ccccc43)c2c1C,-1,-3,i,3,-1.2,3,5,-5,-0.4,1
CCCOC(=O)c1ccc(Oc2c(-c3ccc(OC)cc3O)n[nH]c2C)cc1,0,4,i,-4,2.8,1,-6,-18,-1.0,-8
O=C1CC(Cc2ccccc2)C(=O)N1c1ccc(Cl)cn1 (stereo unspecified),5,7,i,-3,-1.9,-2,-2,0,0.2,5
CCCCCC/C=N/Nc1nnc(Cc2ccccc2)c(=O)[nH]1,1,5,i,-2,-2.3,1,2,-9,-1.1,15
COc1cc(OC)cc(C(=O)NNC(=O)c2ccccc2Br)c1,6,5,i,1,-0.5,2,-4,-4,0.0,1
COc1ccc2[nH]c3c(c2c1)CCN1C(=O)N([C@@H](C)C(=O)NC2CCCCC2C)C(=O)[C@]31C (stereo partly specified),0,-15,i,4,1.4,3,1,-1,-0.5,-21
Cc1ccc(S(=O)(=O)NNC(=O)c2ccc(NC(=O)C3CC3)cc2)cc1,3,4,i,-2,-0.6,-3,-5,-8,-0.1,2
COc1ccc(CCNc2ccc(N3C(=O)CC(C)C3=O)cc2[N+](=O)[O-])cc1 (stereo unspecified),2,-4,i,2,1.5,-37,-10,-13,-0.8,-1
CCOC(=O)N(C)c1c(CC)nc2c(OCc3ccc(C(F)(F)F)cc3)cccn12,-2,-7,i,4,0.9,-3,2,.,-0.2,-3
O=C(NCc1cccnc1)C1CC(c2ccccc2O)=NO1 (stereo unspecified),-2,-4,i,0,1.1,-6,-2,-5,-0.8,3
CC1CCc2nn(CC(=O)NCCCN3CCOCC3)cc2C1 (stereo unspecified),-12,-5,i,-1,-2.0,2,-10,-4,0.9,2
COc1ccccc1C(CNC(=O)c1cccc(S(=O)(=O)NCc2ccccc2)c1)N(C)C (stereo unspecified),23,2,i,3,-9.9,-43,-8,-6,-0.4,-1
COc1cc2c(cc1OC)CN(C(=O)c1oc3ccccc3c1C)CC2,1,0,i,4,1.5,9,-6,-5,0.0,0
CCCCCCOc1ccc(N2C(=O)CC(N(CCc3ccc(S(N)(=O)=O)cc3)C(C)=O)C2=O)cc1 (stereo unspecified),4,-3,i,0,1.2,1,0,-10,0.5,-6
Cc1ccc(Cl)c(OCCN2CCCC(C)C2)c1 (stereo unspecified),2,-4,i,-4,-1.8,1,-4,-2,-0.3,2
Cc1ccc(S(=O)(=O)Nc2ccc(NC(=O)CN3CCCCC3)c(Cl)c2)cc1,0,4,i,-1,-0.2,5,-5,-11,-0.5,-1
COc1ccc(C(=O)NNC(=O)Cc2coc3cc(OC)ccc23)cc1,-3,-25,i,-2,0.8,14,5,8,-0.5,3
COc1ccc(-n2c(=S)[nH]c3cc(C(=O)Nc4ccc(C)c(F)c4)ccc3c2=O)c(OC)c1,6,0,i,-2,-0.5,5,10,-12,-0.3,-6
O=C1CC2(CCN(S(=O)(=O)c3ccccc3)CC2)Oc2ccccc21,9,-1,i,-1,-0.4,7,-3,-2,-0.4,4
O=C(Nc1ncn[nH]1)c1cc(S(=O)(=O)Nc2ccc(Cl)cc2)ccc1Cl,2,3,i,-4,0.2,17,8,3,-1.6,8
CCOC(=O)c1[nH]c(C)c(CN(C(C)=O)c2ccc(OCC)cc2)c1C,2,5,i,0,-0.4,3,-11,-6,-1.6,1
O=C(CN(C(=O)CNS(=O)(=O)c1ccc(F)cc1)c1ccc(F)cc1)NCc1ccco1,-9,16,i,4,0.3,3,-2,1,0.6,2
COc1ccc(/C=N/N2CCN(C)CC2)c(OC)c1OC,-16,0,i,-5,0.4,-2,-3,-9,0.1,1
CCOC(=O)c1sc2nc(N3CCOCC3)c3c(c2c1N)CCC3,13,-1,i,2,2.6,-17,1,-17,-0.4,-12
NCc1ccc2[nH]c(=O)[nH]c2c1,-1,-16,i,-3,-3.1,4,-5,-6,-0.4,0
O=C(Cc1nnc(NC(=O)c2ccccc2)s1)N/N=C/c1ccc(O)cc1,-1,-16,i,26,8.8,-13,7,62*,0.4,-8
O=C(Nc1cccc(S(=O)(=O)NC2=NCCCCC2)c1)c1cc(-c2ccccc2Cl)nc2ccccc12,-2,-1,i,-4,2.9,-1,11,-5,-0.8,-4
COc1ccccc1N1CCN(C(=O)C2CCN(S(=O)(=O)N3CCOCC3)CC2)CC1,-1,6,i,0,-0.8,1,-2,-7,-0.1,-1
O=C(CCCCCN1C(=O)[C@@H]2Cc3ccccc3CN2C1=O)Nc1ccccc1F,33,5,i,0,-0.5,-5,2,-5,0.5,-2

# Exported with values under each structure: entries from further up
# Values run as follows: SKN-1 inh, CendR NRP1 mod, Neddylation inh, STEP inh, LMPTP inh, SUMO1-SIM PPI, NadD inh, Scp1 inh, Tb MetRS inh, DNMT1 block
> COc1cc2c(cc1OC)CN(C(=O)c1oc3ccccc3c1C)CC2
    1, 0, i, 4, 1.5, 9, -6, -5, 0.0, 0
> CCCCCCOc1ccc(N2C(=O)CC(N(CCc3ccc(S(N)(=O)=O)cc3)C(C)=O)C2=O)cc1 (stereo unspecified)
    4, -3, i, 0, 1.2, 1, 0, -10, 0.5, -6

# The results go on.
SMILES,SKN-1 inh,CendR NRP1 mod,Neddylation inh,STEP inh,LMPTP inh,SUMO1-SIM PPI,NadD inh,Scp1 inh,Tb MetRS inh,DNMT1 block
CC1(C)CC(=O)C(C=NCCN2CCN(CC(=O)Nc3ccc(F)cc3)CC2)=C(O)C1,-12,2,i,-2,-2.8,0,-7,0,-0.5,3
Nc1nonc1-n1nnc(C(=O)N/N=C/c2cccnc2)c1CSC1=NCCS1,6,4,i,-2,-1.5,-11,-6,0,-0.1,3
COc1ccccc1CO/N=C/c1cccn1-c1nccc(N(C)C)c1C#N,3,2,i,-8,-0.8,-1,2,-2,-0.3,-5
Cc1ccc(NC(=O)c2[nH]cnc2C(=O)NN)cc1,-15,-2,i,7,0.5,9,5,-8,-0.2,1
Cc1c(Cl)cccc1Nc1nc(N)nc(CSc2nc3ccccc3s2)n1,-10,14,i,-5,2.6,-3,7,5,0.6,-18
Cc1cc(=O)c(C(=O)O)nn1-c1ccccc1,-3,-1,i,10,-3.3,2,-2,-10,-0.7,2
O=C1CN(C(=O)COC(=O)C2=COCCO2)c2ccccc2N1,-1,0,i,-4,-1.3,-1,-5,-1,0.0,2
COc1ccc(CCN2CC(C(=O)OCC(=O)NCc3ccccc3Cl)CC2=O)cc1OC (stereo unspecified),-3,0,i,-2,-1.0,-1,6,-5,0.4,2
CC(C)c1cn(CC[C@@H]2CC[C@@H](NC(=O)C3CCCCC3)[C@@H](CO)O2)nn1,8,8,i,.,-0.4,0,.,.,-0.4,.
O=C(CCN1CCC2CCC(C2)C1)c1ccc(F)cc1 (stereo unspecified),8,-3,i,-2,-0.7,1,1,-5,0.2,1
Cc1c(C(=O)NC2CCC(C)CC2)oc2ccccc12 (stereo unspecified),-6,9,i,0,2.6,0,-7,-5,-0.4,1
CC(c1ccccc1)n1c(-c2cccs2)nc2c(c(=O)c3ccccc3n2C)c1=O (stereo unspecified),11,-1,i,4,22,-31,14,0,-0.3,5
O=C(CSc1ccc2nnc(-c3cccs3)n2n1)N1CCOCC1,-25,-6,i,-1,-3.3,-8,-2,0,-0.1,8
Cc1ccc2cc(CCNC(=O)c3ccc(C)c([N+](=O)[O-])c3)c(=O)[nH]c2c1,1,10,i,0,0.1,-7,0,-9,0.1,1
C/C(=N/NC(=O)c1cnccn1)c1ccncc1,-8,6,i,3,0.3,-3,10,-1,-0.4,3
Cc1ccc(N)cc1S(=O)(=O)N(C)C,7,-4,i,2,-0.1,-5,-4,-5,1.0,1
O=C(CCc1ccccc1Cl)Nc1cc(S(=O)(=O)N2CCOCC2)ccc1N1CCCC1,2,-3,i,0,-7.7,-39,3,-9,0.2,-7
CCOc1ccc(NC(=O)c2ccc3[nH]c(=O)c(=O)[nH]c3c2)cc1,22,-8,i,1,-0.5,0,6,0,0.5,1
CCOc1ccc(-c2nc(N)nc(C)c2-c2ccc(Cl)cc2)c(O)c1,31,8,i,-3,4.0,14,-1,-11,-0.2,-2
Cc1ccc(NC(=O)NCCN2CCCCC2)cc1C,3,-5,i,-1,0.8,0,3,-8,0.1,2
CCN1CCN(C(c2ccc(OC)cc2)c2nnnn2Cc2ccc3c(c2)OCO3)CC1 (stereo unspecified),-9,0,i,-3,-2.2,1,4,-6,-0.5,1
Cc1cccc(N(C(=O)CCC(=O)Nc2cccnc2)C(C(=O)NC2CCCC2)c2ccncc2)c1 (stereo unspecified),6,-9,i,2,-0.8,1,-1,-2,0.1,-1
CCC(=O)N(CC)Cc1cc(=O)[nH]c2ccccc12,5,4,i,-2,1.2,3,1,-10,-0.2,-3
CC(=O)c1ccc(N2CCN(C(=O)c3ccc4[nH]c(C)c(C)c4c3)CC2)cc1,-10,-3,i,0,0.7,7,6,6,0.1,1
Cc1cc(SCC(=O)Nc2ccccc2)nc(C)n1,0,13,i,1,0.0,4,4,-6,-0.5,4
COc1ccc2c(c1)-c1nc(/N=C/c3ccc(O)cc3)sc1CC2,10,-6,i,-3,-0.6,-2,-2,-5,0.2,-5

# Two of these compounds in a different format:
SKN-1 inh	CendR NRP1 mod	Neddylation inh	STEP inh	LMPTP inh	SUMO1-SIM PPI	NadD inh	Scp1 inh	Tb MetRS inh	DNMT1 block	Molecule
6	0	i	-2	-0.5	5	10	-12	-0.3	-6	COc1ccc(-n2c(=S)[nH]c3cc(C(=O)Nc4ccc(C)c(F)c4)ccc3c2=O)c(OC)c1
14	12	.	2	7.5	0	13	5	-0.3	33	O=C(Nc1cc2c(=O)n(-c3ccc(Oc4ccccc4)cc3)ccc2oc1=O)c1ccccc1
